# Shiga toxin inh = blocks Shiga toxin action in Vero cells; Vero cells, Shiga toxin protein synthesis inhibition reporter; inhibition, % at 38.7 µM; 290,000 tested, 9.2% active; AID 2315; in the data active means inhibition mostly above about 28%, no sharp cut-off; inactive means mostly below about 43%; further: 0% is about no effect
# LmPK inhibitor = LmPK (Leishmania mexicana) enzyme inhibition | purified LmPK, Kinase-Glo ATP luminescence, 1 h | Q27686 | Potency, µM (series often up to 57.5 µM), inactives show at the highest dose activity change, negative = inhibition, actives largely listed as inhibitors | 290,000 tested, 0.37% active | AID 1721; further: potency means the concentration at half of the fitted maximal effect; on the % scale 0 is the no-effect control and ±100 the full control effect
# Target sequence (Q27686 whole entry, looked up): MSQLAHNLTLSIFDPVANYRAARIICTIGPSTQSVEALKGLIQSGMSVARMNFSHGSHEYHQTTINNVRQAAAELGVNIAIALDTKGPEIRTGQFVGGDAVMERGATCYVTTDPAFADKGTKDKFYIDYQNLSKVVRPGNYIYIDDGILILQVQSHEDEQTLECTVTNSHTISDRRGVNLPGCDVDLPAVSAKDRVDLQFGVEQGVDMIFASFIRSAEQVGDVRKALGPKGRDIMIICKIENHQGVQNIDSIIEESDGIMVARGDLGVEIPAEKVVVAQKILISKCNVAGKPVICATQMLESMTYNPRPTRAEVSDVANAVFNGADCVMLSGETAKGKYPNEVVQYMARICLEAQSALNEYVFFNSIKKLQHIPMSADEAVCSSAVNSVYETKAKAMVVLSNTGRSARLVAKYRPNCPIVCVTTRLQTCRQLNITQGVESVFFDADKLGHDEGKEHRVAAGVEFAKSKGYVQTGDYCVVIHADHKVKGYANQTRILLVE
#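 ATP generated from ADP (0.1 mM) and PEP (0.5 mM) by 0.1 nM LmPK over 1 h at room temperature (pH 7.2 imidazole buffer) was detected by coupled luciferase luminescence. Values were normalized to uninhibited and no-enzyme wells.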
# Pf growth 96h = P. falciparum growth inhibition at 96 hour, primary screen for plastid delayed-death inhibitors; P. falciparum luciferase reporter growth, 96 h; 320,000 tested, 6.9% active; Potency, µM (doses to about 28.7 µM), without a hit: top-dose activity change, negative = inhibition, usual class: inhibitors; further: potency means the concentration at half of the fitted maximal effect; on the % scale 0 is the no-effect control and ±100 the full control effect
#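 Readout is luminescence from an integrated firefly luciferase in P. falciparum. Red cells, 2% hematocrit and 0.05% parasitemia final, were cultured with compound through two parasite generations (96 hours) at 37 C, 5% CO2.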
# Pf growth 48h = inhibits P. falciparum growth in the first generation, 48 h. 310,000 tested, 5.9% active. Potency, µM (titrated, usually from 28.7 µM), for inactives: at the top dose activity change, negative = inhibition, usual class: inhibitors. P. falciparum luciferase growth in erythrocytes, 48 h; further: potency means the concentration at half of the fitted maximal effect; on the % scale 0 is the no-effect control and ±100 the full control effect
#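 Luciferase-expressing P. falciparum in infected erythrocytes (2% hematocrit, 0.1% parasitemia final) in RPMI 1640/0.5% Albumax were exposed to compound for 48 hours at 37 C, 5% CO2; growth read as luminescence.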
# Tb PYK inh = inhibitors of Trypanosoma brucei pyruvate kinase. Q57TT1. TbPYK enzyme, Kinase-Glo Plus ATP luminescence, 45 min. Potency, µM (titrated, usually from 76.8 µM), for inactives: at the top dose activity, negative = inhibition, most hits filed as inhibitors. 410,000 tested, 0.12% active. AID 624173; further: potency means the concentration at half of the fitted maximal effect; on the % scale 0 is the no-effect control and ±100 the full control effect; nearly all actives have a fitted effect of over 50% in size
#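 Screened from lowest to highest concentration, compounds were pinned into TbPYK/substrate mixtures, and ADP (130 uM final) was added. Plates sat at room temperature for 45 min prior to Kinase-Glo Plus detection by luminescence.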
# HCV inhibitor = inhibitors of hepatitis C virus infection | Huh7.5.1 HCVcc-Cre infection, luciferase reporter, 44 h | Potency, µM (series often up to 41.8 µM), inactives show at the highest dose activity change, negative = inhibition, actives largely listed as inhibitors | 340,000 tested, 3.4% active | AID 651820; further: potency means the concentration at half of the fitted maximal effect; on the % scale 0 is the no-effect control and ±100 the full control effect
#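 A cell-based infection assay in which seeded cells (1,000 per well) receive test compound after 4 h, are inoculated with HCVcc-Cre at approximately 0.5 moi, and are incubated 44 h before luminescence detection.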
# CHX counter = counter-screen hit for Shiga toxin inhibitors, cycloheximide; max response, %; cell reporter, cycloheximide protein synthesis inhibition counterscreen; AID 2314; 300,000 tested, 12% active; in the data active means max response mostly above about 13%, no sharp cut-off; inactive means mostly below about 14%; further: read at 38.3 µM for the half of the compounds with a filed dose; 0% is about no effect
# * hit, by the source's call; ? = inconclusive; · = not tested or not shown; & = joins results of further samples; [ ] = another dose, or the depositor's remark. Unless noted, the call rests on the fitted dose curve; in most records, active means well fitted curve in the direction sought with a large enough effect; inconclusive means small, poorly fitted or top-dose-only effect, or another doubt; inactive means no such curve, though single readings can be large; an effect the other way counts as inactive or inconclusive.
compound,Shiga toxin inh,LmPK inhibitor,Pf growth 96h,Pf growth 48h,Tb PYK inh,HCV inhibitor,CHX counter
O=C(NCCN1CCOCC1)c1c(F)c(F)c(F)c(F)c1F,34,-2%,·,-3%,-3%,-1%,-3
COCCN(C(=O)CSc1nnc(C)n1-c1ccccc1)c1c(N)n(Cc2ccccc2)c(=O)[nH]c1=O,-5,-1%,-23%,2%,1%,13%,-7
CCOCC(O)CNC(=O)c1ccc(OC2CCN(C(=O)c3cccnc3)CC2)cc1 (configuration not stated),2,2%,-24%,26%,6%,11%,-1
COc1ccc(OCCC(=O)OCC(=O)NCc2ccc(F)cc2)cc1,-6,5%,12%,4%,-3%,-1%,-2
Cc1ccc(NC(=O)c2ccc(Cn3cc(Br)cn3)o2)cc1,38*,1%,7%,-12%,0%,?,8
CC(=O)Nc1nc(C)c(-c2csc(Nc3ccc(S(N)(=O)=O)cc3)n2)s1,-11,0%,?,5%,-6%,?,-1
O=C(COc1ccccc1[N+](=O)[O-])N/N=C/c1cccc(OC(=O)c2ccc3c(c2)OCO3)c1,95*,-2%,?,68%[activator],-4%,8%,93*
CCOc1ccc(-n2c(C)c(C(C)=O)c(C(C)=O)c2C)cc1,-5,0%,-16%,-9%,8%,2%,-2

# 3 compounds picked at random from the list so far, as already listed:
compound,Shiga toxin inh,LmPK inhibitor,Pf growth 96h,Pf growth 48h,Tb PYK inh,HCV inhibitor,CHX counter
CC(=O)Nc1nc(C)c(-c2csc(Nc3ccc(S(N)(=O)=O)cc3)n2)s1,-11,0%,?,5%,-6%,?,-1
CCOCC(O)CNC(=O)c1ccc(OC2CCN(C(=O)c3cccnc3)CC2)cc1 (configuration not stated),2,2%,-24%,26%,6%,11%,-1
Cc1ccc(NC(=O)c2ccc(Cn3cc(Br)cn3)o2)cc1,38*,1%,7%,-12%,0%,?,8

# Next section:
compound,Shiga toxin inh,LmPK inhibitor,Pf growth 96h,Pf growth 48h,Tb PYK inh,HCV inhibitor,CHX counter
CCN(CC(=O)Nc1cc(S(=O)(=O)N2CCOCC2)ccc1C)Cc1ccccc1,·,·,?,?,1%,-27%,·
Cc1cc(NC(=O)c2ccc(NC(=O)C3CC3)cc2)no1,61*,2%,-7%,15%,-11%,?,30*
O=C(CC1C(=O)NCCN1Cc1ccccc1)NCCC1=CCCCC1 (configuration not stated),-3,2%,6%,-13%,4%,9%,2
O=C(Nc1sc2c(c1C(=O)NCCO)CCCC2)c1ccco1,-3,-3%,17%,-12%,7%,?,-7
COC(=O)c1ccc(OC)c(CN2CCCN(Cc3cc(C)ccc3C)S2(=O)=O)c1,-4,-1%,13%,15µM*,-2%,?,-3
C=C(C)CCOC(=O)C(CC(=O)O)NCc1ccco1 (configuration not stated),-12,6%,-10%,?,2%,20%,-1
CCOc1ccc(S(=O)(=O)N2CCCC(C(=O)N3CCN(CC)CC3)C2)cc1Cl (configuration not stated),-9,-2%,17%,5%,-7%,?,-6
O=C(NC1=NCCS1)c1cc2ccccc2o1,17,?,76%[activator],202%[activator],1%,5%,18*
CCCCn1c(N)c(N(CC(C)C)C(=O)C2CCCO2)c(=O)[nH]c1=O (configuration not stated),·,·,17%,0%,-13%,6%[8.37 µM],·
CSc1nc(C)c2c(n1)N(c1ccc(F)cc1)CC2,-18,0%,-14%,9%,6%,?,1
OC(Cc1nc2ccccc2[nH]1)c1ccccc1Cl (configuration not stated),107*,-4%,?,-2%,1%,16%,49*
Cc1ccc(-c2nn3c(C)nnc3s2)cc1N,48,-24%,·,50%[activator],-10%,-5%,16*
N#C/C(N)=C(/C#N)N=Cc1cccc(Cl)c1,43,0%,68%[activator],?,-5%,-14%,7
COc1ccc(Nc2nc(-c3ccncc3)nc3ccccc23)cc1,-5,-5%,1%,·,-1%,6.3µM*,-5
COc1ccc(-c2cc(C(F)(F)F)n3nc(C(=O)Nc4c(C)n(C)n(-c5ccccc5)c4=O)c(Cl)c3n2)cc1,-6,-1%,18%,?,-1%,?,8
CC1(C)CC(=O)C2=C(C1)OC(N)=C([N+](=O)[O-])C2c1ccc(F)cc1 (configuration not stated),-4,7%,-22%,0%,-7%,-3%,-1
O=C(O)CCCCCN1C(=O)CCC1=O,-5,-4%,?,7%,-1%,7%,9
CCOC(=O)CC(NC(=O)c1ccc(C)cc1)c1ccc(OC)cc1 (configuration not stated),-17,11%,?,?,-1%,-4%,8
O=C(CCCn1c(=S)[nH]c2cc3c(cc2c1=O)OCO3)NC1CC1,-10,-5%,167%[activator],2%,-4%,?,-4
COc1ccc(-c2csc(NC(=O)Cc3cccc4ccccc34)c2C(=O)O)cc1,18,4%,3%,-13%,-4%,7%,7
COc1ccc(CNC(=O)C2CCC(CNS(=O)(=O)c3cccc4nsnc34)CC2)cc1 (configuration not stated),-12,-2%,2%,·,1%,-9%,-3
CCOC(=O)c1c(N)n(CCN2CCOCC2)c2nc3ccccc3nc12,-2,6%,?,·,-10%,-9%,-1
CC(CN1CCCC1)OC(=O)c1cccc(F)c1 (configuration not stated),-10,-7%,?,-17%,3%,8%,-2
Cc1ccccc1NC(=O)c1cccc(S(C)(=O)=O)c1,-7,-3%,34%[activator],8%,-1%,15%,-1
COc1ccc(N2CCC(CNC(=S)Nc3ccc(C)cc3C)C2)cc1 (configuration not stated),2,7%,?,8.3µM*,8%,?,1
O=C(NCc1ccccc1)c1onc(CSc2ccccc2)c1C(=O)NCC1CC1,-2,-1%,?,?,3%,10µM*,-3
Cc1cccc(NC(=O)c2cccc(S(=O)(=O)N3CCCCC3)c2)c1,5,-1%,43%[activator],?,1%,?,14
COc1cc(C)ccc1OCc1cc(C(=O)N(Cc2nccn2C)C(C)C)no1,87*,0%,?,19%,3%,4%,73*
Cn1cnnc1SCC(=O)Nc1cccc(S(=O)(=O)N2CCOCC2)c1,-8,3%,19%,-20%,4%,30%[activator],-1
COc1ccc(NC(=O)CN(C)C(=O)c2c(C)nn(Cc3ccc(C)cc3)c2Cl)cc1,·,·,?,?,0%,7%,·
Brc1ccc(COc2ncnc3ccccc23)cc1,-3,1%,-25%,0%,1%,-11%,7
COc1ccc(-c2cc(C(=O)Nc3ccc(S(N)(=O)=O)cc3)c3ccccc3n2)cc1OC,3,3%,?,6%,-2%,-12%,-2
CCCOc1ccc(C2C(=O)N(C3CCCCCC3)CC(=O)N2Cc2ccco2)cc1OC (configuration not stated),4,7%,?,·,-1%,22%,-3
COc1cc(C(=O)OCC(=O)Nc2nnc(-c3ccccc3)o2)cc(OC)c1OC,·,·,?,-3%,2%,25%,·
N#CC1(NC(=O)CN2C(=O)NC(c3ccccc3)(c3ccccc3)C2=O)CCCC1,·,·,-17%,?,0%,0%,·
CC(=O)Nc1ccc(-c2csc(NC(=O)Cc3cccc(F)c3)n2)cc1,18,-3%,-13%,-22%,-2%,7.9µM*,-2
CCn1c(CO)nc2c1c(=O)[nH]c(=O)n2Cc1ccccc1,-2,-1%,7%,-2%,0%,-1%,3
CCCC(=O)Nc1nnc(S(=O)(=O)N(CC(C)C)c2ccccc2)s1,20,-6%,37%[activator],18%,-3%,-1%,2
CS(=O)(=O)N1CCC(C(=O)Nc2cccc(F)c2)CC1,·,-2%,-4%,-1%,-9%,7%,1
COc1cc(OC)cc(C(=O)OCC(=O)NCCCc2ccccc2)c1,-3,1%,9%,16%,-12%,-5%,-2
CCOc1ccccc1NC(=O)CSc1nnc2ccc(-c3ccccn3)nn12,·,·,-2%,20%,3%,-1%,·
CC(NC(=O)c1ccccc1NC(=O)CN1CCN(c2ccccc2O)CC1)c1ccccc1 (configuration not stated),·,·,13µM*,5.9µM*,0%,?,·
COc1ccccc1C(CC(=O)Nc1ccccc1C)c1ccc(OC(C)C)cc1 (configuration not stated),-8,0%,?,15µM*,-12%,?,6
O=C(OCC#CCSc1nnc(-c2ccncc2)o1)c1cccs1,-4,-1%,12µM*,-8%,-1%,21%,-1
CN(CC(=O)O)S(=O)(=O)c1ccc2c(c1)NC(=O)CC(=O)N2,14,-10%,8%,22%,0%,28%,5
Cc1cc(NC(=O)CC(CN(C)S(=O)(=O)c2ccccc2)c2ccccc2)no1 (configuration not stated),10,-4%,-34%,-8%,-5%,-8%,-5
CCOc1cc(C2/C(=C(/O)c3ccc(OC(C)C)cc3)C(=O)C(=O)N2CCCOC)ccc1O (configuration not stated),87*,-1%,-20%,150%[activator],-11%,3%&10%,48*
CN(C(=O)CCn1c(=S)oc2ccccc21)C1CCCCC1,-6,2%,0%,-11%,-2%,-6%,4
CCN1/C(=C/c2ccc3ccccc3[n+]2CC)C=Cc2ccccc21,-12,14µM*,?,·,32µM*,4.5µM*,-6
Cc1cc(C)nc(NC(=O)c2ccc([N+](=O)[O-])o2)n1,13,-1%,247%[activator],-6%,-2%,-1%,7
N#Cc1c(N2C(=O)c3ccc(C(=O)O)cc3C2=O)sc2c1CCCC2,-10,-4%,-20%,162%[activator],-2%,31%[activator],-1
Cc1occc1C(=O)NC(C)CCc1ccccc1 (configuration not stated),-3,2%,·,-11%,0%,?,0
C=CCNCC(=O)N1N=C(c2ccc3ccccc3c2)CC1c1ccc(OC)cc1 (configuration not stated),26,-1%,?,?,13%,?,2
CC(/C=N/NC(=O)c1ccc(Br)cc1)=C\c1ccccc1,35,4%,?,·,-4%,2%,13
CC1=C(C)CS(=O)N(S(=O)(=O)c2ccccc2)C1 (configuration not stated),-8,10%,?,-7%,-30%,22%,-4
O=C(COC(=O)CNC(=O)c1cccc([N+](=O)[O-])c1)Nc1cccc(S(=O)(=O)N2CCCCC2)c1,-4,-3%,16%,5%,-10%,10%,-2

# Carrying on.
compound,Shiga toxin inh,LmPK inhibitor,Pf growth 96h,Pf growth 48h,Tb PYK inh,HCV inhibitor,CHX counter
Cc1nc2sc(C(c3ccccc3)N3CCN(C(=O)c4ccco4)CC3)c(O)n2n1 (configuration not stated),-5,2%,9%,-7%,2%,3%,0
CCN(CC)S(=O)(=O)c1ccc(OC)c(NC(=O)CSc2cc(C)ccc2C)c1,23,3%,?,?,-12%,?,1
O=C1c2ccccc2C2(c3ccc(F)cc3)NCCN12 (configuration not stated),-12,2%,7%,-14%,-1%,0%,-5
O=C(O)c1ccc(-c2ccc(Cl)cc2Cl)o1,-5,0%,1%,·,2%,3%,-4
COc1ccc(/C=C2\SC(=O)N(CCC(=O)NC3CCS(=O)(=O)C3)C2=O)cc1 (configuration not stated),65*,-8%,7%,106%[activator],-5%,5%,28*
CCCC(=O)Nc1ccccc1NC(=O)CCC,-2,-2%,·,0%,-15%,16%,-2
O=C(COc1ccc(Cl)cc1Cl)N/N=C1\CCCc2ccccc21,45,0%,-15%,2%,2%,?,4
C#CCNC(=O)C1=C[C@H](c2ccccc2)[C@@H](CCCO)[C@H](OCC)O1,-12,2%,-1%,-25%,2%,-10%,-2

# Assay outcomes as filed in PubChem.
